# GlmU inhibition: inhibition of mycobacterial GlmU enzyme – biochemical, glucosamine-1-phosphate acetyltransferase (AID 1376) | 220,000 compounds, 0.25% hits | M. tuberculosis GlmU acetyltransferase enzyme assay; higher % means a stronger effect | inhibition, %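 (tested at 30 µM in the primary screen)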; hits with a dose series show IC50 in µM; in the data active means inhibition above about 13%; inconclusive means no clear call, values can overlap the other calls;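 further: 0% = complete reaction with vehicle and 100% = reaction without substrate; strong numbers were not always called active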
# RmlCD inh 1536: blocks M. tuberculosis RmlC and RmlD coupled enzymes | P9WH09+P9WH11 | RmlC+RmlD coupled enzyme assay, percent inhibition; primary screen in compound mixtures | inhibition, % at 3.6 µM | 160,000 compounds, 0.03% hits | AID 1533; in the data active means inhibition mostly above about 34%, no sharp cut-off; inconclusive means no clear call, values can overlap the other calls; inactive means mostly below about 22%; further: some results filed as inactive read as strong as hits
# Target sequence (P9WH09 whole entry, looked up): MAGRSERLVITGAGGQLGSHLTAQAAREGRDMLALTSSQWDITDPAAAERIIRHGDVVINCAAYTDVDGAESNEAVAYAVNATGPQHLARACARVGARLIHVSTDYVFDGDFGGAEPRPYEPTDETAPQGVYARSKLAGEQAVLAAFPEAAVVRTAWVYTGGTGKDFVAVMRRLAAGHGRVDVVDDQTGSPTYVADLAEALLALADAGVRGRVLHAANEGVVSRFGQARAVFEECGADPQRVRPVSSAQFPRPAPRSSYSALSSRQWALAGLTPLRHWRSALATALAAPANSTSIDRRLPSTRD
# Target sequence (P9WH11 whole entry, looked up): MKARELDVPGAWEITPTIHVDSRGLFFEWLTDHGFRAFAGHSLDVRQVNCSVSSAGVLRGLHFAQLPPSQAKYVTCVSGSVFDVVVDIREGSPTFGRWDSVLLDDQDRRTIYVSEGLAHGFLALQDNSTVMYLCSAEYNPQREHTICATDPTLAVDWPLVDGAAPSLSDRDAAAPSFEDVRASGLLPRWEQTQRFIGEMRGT
# Active calls of the source: *; u = inconclusive; x = not tested or not shown. An excerpt; rates above refer to the full screens.
molecule,GlmU inhibition,RmlCD inh 1536
C=CCN1c2ccccc2[C@]23C[C@@H](C(=O)OC)N(C(=O)C4CCC4)C2=NC(C(=O)OC)=C(C(=O)OC)[C@H]13,6.0%,x
O=C(Cn1nc(-c2ccccc2)ccc1=O)Nc1ccc(NC(=O)c2ccccn2)cc1,3.9%,-7
COc1ccc(C(=O)n2c(C)c(CCO)c(=O)n2C)cc1,-3.9%,4
Cc1ccc(S(=O)(=O)N2CCN(C(=O)c3cccc(F)c3)CC2)cc1,-9.0%,x
COc1cccc(/C=N/NC(=O)CSc2ccccc2C)c1OC,1.0%,x
O=S(=O)(NCCN1CCOCC1)c1cccs1,-3.7%,1
O=C(/C(C=Nc1cc2c(oc1=O)CCCC2=O)=C(\O)c1ccccc1)c1ccccc1,-3.7%,-2
CCCCOC(=O)c1ccc(NC(=O)C(=O)NCc2ccccn2)cc1,0.8%,-14
O=C(COC(=O)c1ccc(O)cc1)Nc1ccccc1-c1ccccc1,3.0%,1
COc1cccc(OCc2cc(/C=N/Nc3ccc(C(=O)O)cc3)ccc2OC)c1,3.4%,35

molecule,GlmU inhibition,RmlCD inh 1536
CCC(C)(C)NC(=O)CN(C(=O)c1csnn1)c1cccc2c1CCCC2,0.1%,-10
Cc1ccc(-c2cc(Cc3ccccc3)c(=O)[nH]n2)cc1,-4.8%,31
CCOC1=C/C(=C/c2c(N)n3nc(-c4ccccc4)sc3nc2=O)C=CC1=O,19%,-15
CNc1nc(-c2ccc3c(c2)CCN3C(=O)c2ccccc2C)cs1,1.4%,8
CCOC(=O)c1c(/N=C/C2=C(O)CCCC2=O)sc(C)c1C,0.3%,-10
Cc1ccc2nc(SCC(=O)Nc3cc([N+](=O)[O-])ccc3F)[nH]c2c1,6.1%,-3
Cc1cc2ccccn2c1C(=S)NC(=O)c1ccccc1,-2.4%,-4
Cc1[nH]c2ccccc2c1C(=O)COC(=O)Cn1c(C)nc2ccccc21,-8.2%,8
CCCCP(=O)(CCCC)CCP(=O)(c1ccccc1)c1ccccc1,1.4%,15
Cc1ccc([N+](=O)[O-])cc1N(CC(=O)Nc1ccc(S(=O)(=O)Nc2cccc(C(F)(F)F)c2)cc1)S(C)(=O)=O,3.4%,x

molecule,GlmU inhibition,RmlCD inh 1536
Cc1ccc(-n2c(-c3ccncc3)nnc2-c2ccco2)cc1,5.8%,x
CC(=O)Nc1cccc(NC(=O)CCn2cnc3cc(C)c(C)cc32)c1,-0.2%,x
O=C(NC12CC3CC(CC(C3)C1)C2)C1CCCN1C(=O)NC1CCCCC1 (stereo unspecified),3.0%,7
COc1ccccc1/C=C(\NC(=O)c1ccc(OC)c(OC)c1)C(=O)Nc1cccc([N+](=O)[O-])c1,0.3%,2
C=CCOC(=O)C1=C(C)Nc2nnnn2C1c1cc(OC)ccc1OC (stereo unspecified),2.2%,-6
O=C(Nc1ccc(NC(=O)C2CCCCC2)nc1)c1ccco1,2.7%,10
CC(=O)C1=C(O)CCC1=NCCc1ccccc1,-3.5%,x
CN(Cc1ccccc1)Cc1ccccc1F,1.8%,x
CC1CCc2nc(NC(=O)CN3CCN(c4ccc(F)cc4)CC3)sc2C1 (stereo unspecified),-1.0%,-4
O=C(NN=C1CCC(=NNC(=O)c2cccnc2)CC1)c1cccnc1,8.8%,6

molecule,GlmU inhibition,RmlCD inh 1536
CCN(CC)CCNC(=O)CS(=O)Cc1nc(-c2ccc(C)cc2)oc1C (stereo unspecified),3.8%,-6
Cc1cccc(C(=O)Nc2cccc(C(=O)N3CCOCC3)c2)c1,3.9%,6
CC(C(=O)N1CCc2ccccc21)N1CCN(c2ccccn2)CC1 (stereo unspecified),-4.2%,1
COc1cc(/C=N/Nc2ccc(S(N)(=O)=O)cc2)cc(OC)c1OC,-2.6%,-17
Clc1ccc(N2CCN(/N=C/c3ccncc3)CC2)cc1,-0.5%,5
CCCCCCCCSc1n[nH]c(N)n1,-1.4%,6
CSc1ncccc1C(=O)Nc1nnc(C2CC2)s1,-6.8%,5
CCCC(=O)Nc1cc(C)c(NC(=O)c2ccncc2)cn1,2.0%,8
O=C(Nc1cc(C(F)(F)F)ccc1-n1cncn1)c1ccc(-c2ccccc2)cc1,-4.5%,-6
COc1cc(/C=C/C(=O)OCC(=O)NC2CC2)cc(S(=O)(=O)N2CCc3ccccc32)c1OC,-2.3%,-11

molecule,GlmU inhibition,RmlCD inh 1536
O=C(NCCCn1ccnc1)Nc1cccc(Cl)c1,-2.3%,11
O=C(COC(=O)c1sc2ccccc2c1Cl)NC1CCCCC1,2.8%,2
CC(C)Cc1cc(C(=O)Nc2cccnc2)no1,4.7%,x
CCOCC(=O)OCC(=O)NC12CC3CC(CC(C3)C1)C2,-5.3%,-13
Cc1ccc(C(C)C)cc1OCC(=O)N/N=C/c1ccc2c(c1)OCCO2,-1.2%,6
Cc1cc(NC(=O)COc2ccc(Cl)cc2Cl)n(CCC#N)n1,-7.1%,12
CCc1nc2sc(C#N)c(N)c2c2c1CCCC2,-8.7%,x
Cn1c(C(=O)N2CCCC(C(=O)O)C2)cc2sccc21 (stereo unspecified),3.5%,x
Cc1ccc(C(=O)CSc2nnc(-c3c[nH]c4ccccc34)o2)cc1,1.3%,5
CCC1CCCCN1C(=O)Cn1c(C(=O)OC)cc2sc(Cl)cc21 (stereo unspecified),0.0%,12

molecule,GlmU inhibition,RmlCD inh 1536
Cn1c(NCC2CCCO2)nc2c1c(=O)n(Cc1ccccc1)c(=O)n2C (stereo unspecified),-1.7%,0
Cc1cccc(Oc2ccc(N)cc2)c1,0.8%,x
NC(=S)Nc1ccccc1Br,-5.1%,x
Cc1ccc(C(=O)OCC(=O)Nc2ccc3[nH]c(=O)[nH]c3c2)cc1[N+](=O)[O-],-0.3%,x
O=C(NCc1ccco1)c1ccc(Cn2c(=O)c3sccc3n(Cc3ccc(F)cc3)c2=O)cc1,1.9%,-7
COc1cccc(OC)c1C(=O)Nc1nc(N)n(-c2ccccc2)n1,2.9%,x
O=C(O)CCC(=O)c1ccc2c(c1)OCCCO2,-3.9%,1
O=C(Nc1cccc(NC(=O)c2ccco2)c1)c1ccc2c(c1)OCO2,-5.5%,-2
CCC(Sc1nncn1C)C(=O)Nc1ccccc1OC (stereo unspecified),-4.8%,-4
CCOC(=O)c1c(-c2ccc(OC)cc2)oc2ccc(OC(=O)N(C)C)cc12,-5.2%,6

molecule,GlmU inhibition,RmlCD inh 1536
O=C(CN1C(=O)c2ccccc2C1=O)Nc1ccc(Cl)cn1,-6.9%,-8
CC(=O)c1ccc(NC(=O)C(C)N(C)CC(=O)Nc2ccc(Cl)cc2)cc1 (stereo unspecified),-0.3%,5
O=C(N/N=C/c1ccncc1)c1ccc(NS(=O)(=O)c2cccs2)cc1,3.2%,-11
CCOC(=O)N1CCC(N2C(=O)c3ccc(C(=O)Nc4ccc(F)cc4F)cc3C2=O)CC1,-7.1%,6
CN1CCNC(=O)C1CC(=O)NCC1(c2ccccc2)CCCCC1 (stereo unspecified),-1.0%,-3
O=c1[nH]c2ccccc2nc1-c1ccc(Cl)cc1,2.1%,6
O=C(NC1CC1)c1scc2c1OCCO2,2.0%,9
S=C(NCc1ccc2c(c1)OCO2)Nc1ccc(-c2nc3ccccc3[nH]2)cc1,-6.4%,-2
COc1ccc(-c2nc(-c3ccc(NC(=O)c4ccncc4)cc3)no2)cc1OC,-1.3%,7
CCOc1cc(N2CCOCC2)c(OCC)cc1NC(=O)CN1C(=O)NC2(CCc3ccccc32)C1=O (stereo unspecified),0.3%,x

molecule,GlmU inhibition,RmlCD inh 1536
Cc1nc(Nc2ccccc2)sc1C(=O)Nc1ccccc1,2.2%,-6
CC(C(=O)Nc1ccc(Br)cc1C(=O)c1ccccc1)N1CCOCC1 (stereo unspecified),4.8%,-2
CC(=O)c1sc(NC(=O)COc2c(C)cc(Cl)cc2C)nc1C,-5.8%,-13
Cc1nc(S(=O)(=O)N2CCN(C3c4ccccc4-c4ccccc43)CC2)cn1C,0.8%,-9
COc1cc(S(=O)(=O)N2CCCC3(CCCCC3)C2)ccc1-n1cnnn1,4.3%,x
O=C(/C=C/c1cccc(Cl)c1)NCCc1ccccc1,-4.0%,x
CN(C)CCC(=O)c1cccc(Br)c1,0.5%,2
CCOc1ncccc1C(=O)OCC(=O)N1CC(=O)Nc2ccccc21,5.4%,8
COc1ccccc1NC(=S)N1CCN(c2nc(-c3ccccc3)cs2)CC1,-2.3%,x
Cc1cccc(-n2nc(C(=O)c3ccco3)cc(-c3nc4ccccc4[nH]3)c2=N)c1,-0.4%,-10

molecule,GlmU inhibition,RmlCD inh 1536
CCc1cc2c(N3CCN(c4nnc(CC)s4)CC3)ncnc2s1,6.2%,x
O=C(/C=C/c1ccc(F)cc1)NC(=S)N1CCCCC1c1cccnc1 (stereo unspecified),4.6%,u
CC1=C(Cl)C2=NS(=O)(=O)CCN2C=C1Cl,-3.0%,-17
Cc1c(NC(=O)C(=O)N/N=C/c2cccs2)c(=O)n(-c2ccccc2)n1C,1.3%,-17
Cc1ccc(N2CCN(c3ccc(NC(=O)CCC(=O)O)cc3)CC2)cc1,-1.8%,x
C=CCOc1ccn(C)c(=O)n1,-2.1%,0
CN(c1ccc(C(=O)Nc2ccccc2Sc2ccccc2)cc1)S(C)(=O)=O,-4.8%,42
C=C(C)COc1ccc(-c2nc(N)ncc2-c2ccc(OC)cc2)c(O)c1,-0.9%,x
O=C(Nc1ccccc1)N1CCN(c2ccccn2)CC1,-1.6%,17
O=C(/C=C/c1ccc(Cl)c(Cl)c1)NCc1ccco1,-0.5%,1

molecule,GlmU inhibition,RmlCD inh 1536
O=C(COC(=O)c1c(Cl)ccc(Cl)c1Cl)NC1CCS(=O)(=O)C1 (stereo unspecified),-4.8%,8
COC(=O)C1=NN(c2ccc(C)cc2)C2C(=O)N(c3ccccc3OC)C(=O)C12 (stereo unspecified),1.5%,5
NNC(=O)Cn1cnc2ccccc21,0.1%,-4
C=CCNc1sc(C(=O)C2CC2)c(N)c1C#N,3.1%,79
O=C(NC1CCCC1)c1sc(=S)n2c1[nH]c(=O)c1ccccc12,6.9%,2
O=c1/c(=C\c2ccc(O)cc2)sc2n1C(c1ccccc1)C(c1ccccc1)=NN=2 (stereo unspecified),15%*,-5
CCOC(=O)c1ccc(-n2c(N)c(C(=O)NCc3ccco3)sc2=S)cc1,3.0%,2
CC(NCC(O)c1ccc([N+](=O)[O-])cc1)C12CC3CC(CC(C3)C1)C2 (stereo unspecified),-10%,-4
Cc1ccc(Nc2nc(N)nc(CN3CCCCCC3)n2)c(C)c1,-2.4%,x
Cc1ccccc1OCCOC(=O)c1nc2nccc(C)n2n1,3.4%,3

# Full records from above. Order of screens: GlmU inhibition, RmlCD inh 1536
# Record of Cc1nc(Nc2ccccc2)sc1C(=O)Nc1ccccc1 = 2.2%, -6
# Record of CSc1ncccc1C(=O)Nc1nnc(C2CC2)s1 = -6.8%, 5
# Record of CCOC(=O)c1c(/N=C/C2=C(O)CCCC2=O)sc(C)c1C = 0.3%, -10
# Record of CC(C(=O)Nc1ccc(Br)cc1C(=O)c1ccccc1)N1CCOCC1 (stereo unspecified) = 4.8%, -2

# (next part)
molecule,GlmU inhibition,RmlCD inh 1536
O=C1N[C@@H](Cc2ccccc2)C(=O)N1CCN1CCOCC1,2.9%,-11
CC1(C)CC2CC(C)(CN2CC(=O)C(C#N)c2ccccc2)C1 (stereo unspecified),-2.4%,6
CCCNC(=O)C12CCC(C)(C(=O)O1)C2(C)C (stereo unspecified),-1.7%,x
CCCCn1c2nc3ccccc3nc2c2c(=O)n(CCC(C)C)cnc21,3.2%,x
CCN(CC)c1ccc(/C=C2/SC(=O)N(C(C)C)C2=O)o1,1.6%,3
CC(=O)Nc1cccc(-c2nc3ccccc3[nH]2)c1,6.1%,8
O=C(NCc1ccccc1)c1ccc2c(c1)C(=O)N(CC1CCCO1)C2=O (stereo unspecified),-1.4%,x
Fc1ccc(N2CCN(c3nnnn3-c3ccccc3)CC2)cc1,0.0%,13
Cc1ccc(OCCOCCN2CCN(C)CC2)c([N+](=O)[O-])c1,7.7%,3
O=C(NCc1cccs1)c1ccccc1,1.3%,7

# The closing two records of the section before come first, to join the parts:
molecule,GlmU inhibition,RmlCD inh 1536
Cc1ccc(OCCOCCN2CCN(C)CC2)c([N+](=O)[O-])c1,7.7%,3
O=C(NCc1cccs1)c1ccccc1,1.3%,7
O=C(COC(=O)/C=C/C(=O)OCC(=O)Nc1ccccc1F)Nc1ccccc1F,-2.4%,-9
Cc1ccccc1C(=O)O/N=C/c1c(N2CCOCC2)n(C)c2ccccc12,-5.0%,-4
Cc1cccc(/C=N/NC(=O)Cn2nccc2C)n1,-6.0%,-29
CNS(=O)(=O)c1ccc(NS(=O)(=O)c2ccccc2F)cc1,0.2%,1
CC(C)(C)c1cnnn1-c1ccc(C=O)cc1,4.7%,x
COc1ccc(NC2(C#N)CCCCC2)cc1,-2.0%,-8
Cc1csc(SCC(=O)Nc2ccccn2)n1,0.1%,x
O=C(O)CC/C(=N\NC(=O)CNC(=O)c1cccc(Cl)c1)c1ccccc1,-7.7%,-4
CCCC(=NCCc1c(C)[nH]c2ccccc12)C1=C(O)CC(c2ccccc2)CC1=O (stereo unspecified),3.7%,-32
c1ccc(N2CCN(c3nnnn3-c3ccccc3)CC2)cc1,-1.0%,-31
CCC1CCCCN1C(=S)Nc1ccc(OC(F)F)cc1 (stereo unspecified),5.5%,7
O=Nc1onc(-c2ccc([N+](=O)[O-])cc2)c1NO,-1.8%,1

# Compound activity as filed in PubChem.
